CSN inh: CSN deneddylation inhibition. Purified CSN, SCF-Nedd8-OG deneddylation, fluorescence polarization. inhibition, % at 12.5 µM. 360,000 compounds, 0.38% hits. AID 651999;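 active = pattern-corrected inhibition above about 35%, with an unprinted fluorescence ratio check between 0.5 and 1.5, limit read from the data, passing the limit was not always enough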;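 also: 0% = enzyme with substrate and 100% = substrate without enzyme; some results filed as inactive read as strong as hits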
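Assay system: purified human Csn5 enzyme expressed in HEK293T cells; Input: 0.24 nM Csn5 enzyme, final concentration; Reagent: 10 nM SCFSkp2-Nedd8OG; Compound dosing: 12.5 µM single point; Times: reaction 90 min, room temperature; Technique: fluorescence polarization readout.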
Rin1 Abl inh: blocks binding of human Rin1 to Abl. TR-FRET Rin1/Abl binding, biochemical. inhibition, % at 7.35 µM. 360,000 compounds, 0.4% hits; in the data active = inhibition above about 5%, passing the limit was not always enough
FAS-TE inh: FAS thioesterase (human) inhibition | P49327 | inhibition, % at 15 µM | AID 602261 | recombinant FAS-TE, OMFH fluorogenic substrate, fluorescence endpoint | 360,000 compounds, 0.67% hits;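 active = compounds whose normalised, plate-corrected inhibition of enzyme fluorescence in the single-dose primary screen is 50% or more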;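 also: 0% = DMSO with enzyme and 100% = substrate without enzyme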
MT1-MMP act inh: inhibitors of human MT1-MMP activation. P50281. HT1080 RFP-PRO-GFP cells, GFP/RFP ratio fluorescence, overnight; percent of plate control window, DMSO zero. GFP/RFP ratio change, % at 20 µM. 360,000 compounds, 0.061% hits;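 active = GFP/RFP ratio change of at least 30% with cell ATP level not reduced by more than half and red fluorescence within 50% of control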; also: strong numbers were not always called active
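Assay system: HT1080 cells carrying an RFP-PRO-GFP reporter | Dosing: Single dose of 20 µM compound, 1% DMSO final | Incubation: Cells overnight before dosing, compound overnight, 37 °C, 5% CO2 | Evaluation: GFP/RFP fluorescence ratio | Control set: DMSO and RFP-L50D-GFP cell wells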
PABP1 MLLE inh: inhibitors of microRNA-mediated deadenylation, human PABP1 MLLE binding | GST-MLLE / FITC-PAM2 fluorescence polarization | inhibition, % at 20 µM | 360,000 compounds, 0.36% hits | AID 588489; in the data active = inhibition above about 35%, passing the limit was not always enough;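 also: plate controls were DMSO wells with GST-MLLE for no effect and wells lacking GST-MLLE protein for full effect; some results filed as inactive read as strong as hits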
SKN-1 inh: inhibitors of C. elegans SKN-1 | 360,000 compounds, 0.49% hits | inhibition, % at 21.8 µM | C. elegans VP596 Pgst-4::GFP/RFP ratio, acrylamide-induced, 24 h;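 active = interference check ratio from 0.5 to 1.5 plus GFP to RFP signal ratio inhibition reaching or exceeding a fixed threshold, cut at about 30% in these data, passing the limit was not always enough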; also: some compounds called inactive have numbers as strong as hits
NadD block: blocks S. aureus nicotinate mononucleotide adenylyltransferase; purified NadD enzyme, colorimetric absorbance read-out; inhibition, % at 20 µM; 360,000 compounds, 0.78% hits; in the data active = inhibition above about 26%; also: some compounds past the cut are filed as inactive
Rpn11 block: blocks the human proteasome subunit Rpn11; O00487; human 26S proteasome, Ub4-pepOG fluorescence polarization; 20S core pre-blocked with epoxomicin; calls only at 20 µM; 360,000 compounds, 0.59% hits;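 active = inhibition at 20 µM, scaled to each plate's controls, above about 33%, limit read from the data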
Neddyl block: blocks human cullin neddylation; TR-FRET cullin neddylation, biochemical; P61081+Q13564; calls only at 25 µM; AID 651699; 360,000 compounds, 0.58% hits; in the data active = inhibition above about 36%
The depositor's hits bear a star; i = inactive; x = not tested or not shown; + = active, no number.

molecule	MT1-MMP act inh	Rin1 Abl inh	PABP1 MLLE inh	SKN-1 inh	NadD block	CSN inh	Rpn11 block	FAS-TE inh	Neddyl block
COc1cc(S(=O)(=O)NC2CCCCC2)ccc1F	-3	0	-2	9	-2	3	i	-3	i
CC(=O)Nc1ccccc1OCC(=O)NC(C)c1ccc(F)cc1 (stereo not given)	3	-2	14	7	0	-5	i	-10	i
COCCCN1C(=O)c2ccc(C(=O)NCc3ccccn3)cc2C1=O	-2	-4	2	6	1	-6	i	-9	i
COc1ccc(CC(=O)N2CCN(c3ccccn3)CC2)cc1OC	3	2	-4	-26	-1	1	i	-10	i
COc1cc(S(=O)(=O)NC2CCCC2)c(OC)cc1C	3	0	7	3	4	-3	i	0	i
Cc1[nH]nc(SCC(=O)Nc2cccc(O)c2)c1[N+](=O)[O-]	1	-2	-10	1	7	-3	i	-2	i
Clc1ccc2nc(N3CCNCC3)nc(-c3ccccc3)c2c1	-15	-4	2	-5	-8	5	i	-50	x
Nc1c(C(=O)NCc2ccccc2)nnn1Cc1ccc(F)cc1	3	1	-10	5	4	5	i	2	i
CCOc1cc(C(=O)Nc2cccc(C(C)=O)c2)ccc1OCC(=O)N1CCCCC1	-4	-2	-8	-8	-3	6	i	-9	i
COC(=O)c1c(C)[nH]c(C(=O)COC(=O)CCc2ccc(OC)c(OC)c2)c1C	-2	-1	-7	-5	-6	-5	i	-3	i
COC(CNC(=O)c1ccc(CS(=O)(=O)c2ccc(Br)cc2)o1)OC	4	0	9	7	-4	-3	i	-6	i
Cc1cc(C)c(S(=O)(=O)N(C)Cc2cnn(C)c2)c(C)c1	1	3	6	-2	-4	-5	i	1	i
c1ccc(Sc2ccccc2CN2CCCC2)cc1	2	0	2	25	1	-1	i	-5	i
O=C(COC(=O)COc1ccccc1)NC12CC3CC(CC(C3)C1)C2	4	-1	-5	-7	0	-1	i	-6	i
Cc1cccc(S(=O)(=O)Nc2nc3ccccc3nc2OC(C)C)c1	-1	5	2	27	-6	4	i	-7	i
Cc1nn(CC(=O)NCC2CCCO2)c(=O)c2cc3ccccc3n12 (stereo not given)	3	-2	11	-6	1	-2	i	-5	i
Cc1ccccc1C(=O)c1cccn1CC(=O)N1CCCCC1	-2	1	-8	9	-1	-2	i	-3	i
O=C(NC(=S)Nc1nc(-c2ccc(Br)cc2)cs1)c1cccnc1	5	-4	26	2	27	1	i	-2	i
CCOc1ccc(C(=O)Nc2nnc(SCC(=O)NCC3CCCO3)s2)cc1OCC (stereo not given)	3	-3	-6	4	-9	5	i	-11	i
CC(=O)NCC(=O)OC(C(=O)c1ccccc1)c1ccc(Cl)cc1 (stereo not given)	-4	-1	3	-7	-12	3	i	-4	i
Cn1c(=O)oc2cc(S(=O)(=O)Nc3ccccc3F)ccc21	5	-1	8	-12	-6	-1	i	-4	i
CS(=O)(=O)c1ccc(Cl)c(NC(=O)CCCSc2ccccc2)c1	2	1	-4	1	-9	2	i	3	i
COC(=O)c1ccc(/C=N/NC(=O)C(=O)NCc2ccccc2)cc1	2	0	-2	-9	-3	-2	i	-12	i
N#CCCN(C(=O)c1ccco1)c1ccccc1	-1	-1	6	-10	5	0	i	-5	i

Two of these compounds in a different format:
Second line of a record – MT1-MMP act inh, Rin1 Abl inh, PABP1 MLLE inh, SKN-1 inh, NadD block, CSN inh, Rpn11 block, FAS-TE inh, Neddyl block
Clc1ccc2nc(N3CCNCC3)nc(-c3ccccc3)c2c1
→ -15, -4, 2, -5, -8, 5, i, -50, x
Cc1cc(C)c(S(=O)(=O)N(C)Cc2cnn(C)c2)c(C)c1
→ 1, 3, 6, -2, -4, -5, i, 1, i

Following part.
molecule	MT1-MMP act inh	Rin1 Abl inh	PABP1 MLLE inh	SKN-1 inh	NadD block	CSN inh	Rpn11 block	FAS-TE inh	Neddyl block
CCN1CCCC1CNC(=O)c1cc2c(-c3cccc(OC)c3)nn(C)c2s1 (stereo not given)	0	0	-36	5	-5	-1	i	-12	x
CC(C)c1ccc(C2CC(=O)c3cnc(NC(=O)c4ccco4)nc3C2)cc1 (stereo not given)	4	1	11	9	2	7	i	8	i
C/C(=N\OCC(=O)N/N=C/c1ccc(C)cc1O)c1cccs1	9	-4	6	-24	-3	-3	i	11	+
CCOC(=O)CN1C(=O)N(CC(=O)OCC)C(c2ccccc2)(c2ccccc2)C1=O	3	1	4	-4	-4	3	i	8	i
Fc1ccc(-c2nnc(-c3ccc(Cl)cc3Cl)o2)cc1	-4	3	-1	48*	-6	8	i	7	i
CC(=O)N1CCOc2ccc(S(=O)(=O)NCc3ccc(Cl)cc3)cc21	-3	4	-6	-4	1	-2	i	-5	i
N#CCCn1c(SCC(=O)c2c[nH]c3ccccc23)nc2ccccc21	-2	-5	-57	4	4	3	i	-9	i
O=C(CSc1nnc(-c2ccc(C(F)(F)F)cn2)o1)Nc1ccccc1Cl	4	2	-17	15	1	3	i	-4	i
Cc1nnc(-c2ccc(N3CCCCCC3)c([N+](=O)[O-])c2)o1	1	-5	-7	9	-9	0	i	10	i
CCC(C)c1ccc(S(=O)(=O)N2CCN(c3ccccn3)CC2)cc1 (stereo not given)	13	2	13	7	1	-3	i	43	i
Cc1cc(-c2ccc(F)cc2)n2ncc(-c3ccccc3)c2n1	-3	3	4	24	-9	13	i	19	i
O=C(O)CCSC(=S)N1CCOCC1	-3	-1	-3	15	1	3	i	-4	i
CCN(CC)S(=O)(=O)c1cccc(NC(=O)COc2ccc(F)cc2Br)c1	9	-3	-10	-2	-11	-2	+	34	i
COc1ccc(CN2C(=O)c3cccnc3C2=O)cc1S(=O)(=O)N(C)c1cccc(C)c1	1	-4	-6	-3	-8	3	i	1	i
Cc1ccc(NC(=O)CC(=O)Nc2ccc(C)cc2)cc1	-1	0	4	10	-3	-4	i	-4	i
CCN(CC)CCN1C(=O)C2C3c4ccccc4C(c4ccccc43)C2C1=O (stereo not given)	-4	3	8	-2	-4	-3	i	-7	i
CSc1ccc(CN2CCC(Oc3cccc(C(=O)N4CCCC4)c3)CC2)cc1	-1	-1	-2	8	2	-3	i	2	i
Nc1ccc(-n2nc3ccccc3n2)cc1	6	-3	-7	7	-4	8	i	-4	x
CC(C)(C)C1=CC(=O)C(=O)C(C(C)(C)C)=C1	7	-2	35	3	18	1	i	3	i
CCN(CC)CCCn1c(=S)[nH]c2ccc(Cl)cc2c1=O	-5	-1	-56	4	-2	-1	i	-7	i
COc1ccc(CCNC(=O)C/C(C)=N/NC(=O)C23CC4CC(CC(C4)C2)C3)cc1OC	-5	2	4	5	5	-16	i	-12	i
Cc1n[nH]c(C)c1C(=O)CC1(O)C(=O)N(Cc2ccccc2)c2ccc(Br)cc21 (stereo not given)	5	1	16	12	-1	4	i	7	i
CCOC(=O)/C=c1\s/c(=C\c2ccccc2C)c(=O)n1CC(=O)NCc1ccc2c(c1)OCO2	4	0	-34	-15	6	10	i	-4	x
CCN1CCN(C(=O)c2ccc(Cl)c(S(=O)(=O)N3CCCCCC3)c2)CC1	4	2	-13	4	-1	3	i	-2	i
Cc1ccc(C)c2sc(NC(=O)c3nc4ccccc4s3)nc12	-1	1	2	-1	8	3	i	-2	i
Cc1ccc(CN2CCN(c3ncccn3)CC2)c(C)c1	0	3	13	11	-6	2	i	0	i
CCOC(=O)C1=C(COC(=O)c2cccnc2Cl)NC(=O)NC1C (stereo not given)	2	1	1	12	-2	1	i	-6	i
Cc1ccc(C)c(SCc2noc(C(=O)NC(C)C)c2C(=O)O)c1	3	2	-8	4	-5	-5	i	-7	i
Cc1ccc(S(=O)(=O)N2[C@@H](c3ccc(C(C)(C)C)cc3)C(C(=O)O)=CC[C@H]2c2cccc(Cl)c2)cc1	-9	-2	18	18	17	8	i	28	i
Cc1ccc(N(CC(=O)O)S(=O)(=O)c2cccc3nonc23)cc1	-1	-1	17	16	5	-1	i	-4	i
CC1(c2ccc(C#N)cc2)NC(=O)N(CC(=O)Nc2cc(S(=O)(=O)N3CCOCC3)ccc2Cl)C1=O (stereo not given)	2	1	-11	-5	2	-3	i	0	i
CCC(=O)Nc1ccc(Cl)c(NC(=S)NC(=O)COc2ccc(Cl)cc2)c1	3	0	15	17	2	-9	i	-7	i
Cc1cc(C)c2c(c1)cc(C)c1nnc(SCC(=O)Nc3cc(C)on3)n12	8	0	9	4	0	0	i	0	i
CC1N(C(=O)N2CCOCC2)CCN1S(=O)(=O)c1ccc(Cl)cc1 (stereo not given)	-3	-2	1	9	-1	-1	i	-1	i
COc1ccc(-c2n[nH]c(=S)n2N)c(OC)c1	0	1	-14	-5	-2	2	i	-9	i
COc1ccc(N2C(=O)CC(N3CCN(c4ccc(S(C)(=O)=O)cc4)CC3)C2=O)cc1 (stereo not given)	1	-3	1	-6	-2	0	i	-6	i
COc1ccc(NC(C)=O)cc1NS(=O)(=O)c1cn(C)c(=O)n(C)c1=O	0	0	-4	5	-6	-8	i	-4	i
COc1ccccc1C(=O)NCCn1cc(SCC(=O)NCC2CCCO2)c2ccccc21 (stereo not given)	-1	-5	8	-18	-5	2	i	-3	i
CC(C)OC(=O)c1sc2nc3c(cc2c1N)C(=O)CCC3	3	1	19	-3	1	3	i	-3	i
C=CC[C@@H](CC(=O)NCCO)C(=O)N[C@H](C)COC(=O)[C@@H](CC=C)CC(=O)OC(C)(C)C	0	4	-8	4	-5	-3	i	-9	i
O=c1c2cc3ccccc3n2cnn1Cc1ccccc1F	5	-2	-2	5	-3	1	i	9	i
O=C(NCc1ccncc1)C1=NN(c2ccccc2)C(=O)CC1	-3	-2	-10	2	-5	1	i	-1	i
O=C(COC(=O)C1=COCCO1)Nc1ccccc1OC(F)F	0	2	-15	4	-5	2	i	-6	i

Screens (PubChem)
